UTI89 phage lysis – inhibition of K1F phage lysis, E. coli UTI89, bacterial capsule biogenesis inhibitors, alamar blue (AID 488966); E. coli UTI89 K1F phage lysis, alamar blue, 2 h; higher % means a stronger effect; inhibition, % at 100 µM, or IC50 in µM where a hit was titrated; actives 0.02% (n = 340,000);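 active = phage lysis inhibition, versus mean bacterial control, above a set limit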;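 also: capsule biogenesis inhibitors block K1F phage lysis so surviving cells raise fluorescence; higher fluorescence means more inhibition of phage lysis; actives were called in the ten point dose series up to 300 µM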
human PMI inhibition – inhibitors of human PMI, primary screen, biochemical, fluorescence intensity, coupled assay (AID 1209). actives 0.42% (n = 190,000). purified PMI enzyme, coupled fluorescence intensity; higher % means a stronger effect. inhibition, % at 20 µM; hits with a dose series show IC50 in µM;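 also: plate controls were DMSO vehicle for no effect and wells lacking substrate for full effect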
TNAP activation fold – human TNAP enzyme activators, primary screen, biochemical, luminescent, no phosphate acceptor, uHTS (AID 1001) | Alkaline phosphatase, tissue-nonspecific isozyme (Homo sapiens) | purified TNAP, luminescent activation assay, no phosphate acceptor; higher activation fold means a stronger effect | activation fold at 20 µM; hits with a dose series show EC50 in µM | actives 0.03% (n = 200,000); in the data active = activation fold from about 3, or a potency from the dose series; inactive = the rest, 99 in 100 with activation fold below about 1.6; also: many of its hits are not listed in these tables
M17LAP inhibition – P. falciparum M17LAP inhibitors, primary screen, biochemical, fluorogenic H-Leu-NHMec substrate, 1536-well (AID 1619); Leucine aminopeptidase (Plasmodium falciparum (isolate 3D7)); actives 0.38% (n = 220,000); inhibition, % at 30 µM, or IC50 in µM where a hit was titrated; recombinant M17LAP, H-Leu-NHMec fluorogenic kinetic assay; higher % means a stronger effect;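 active = compound inhibiting the enzyme by more than half at any dose during confirmatory dose-response retesting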;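 also: plate controls were full reaction with DMSO carrier for no effect and no enzyme background for full effect; strong numbers were not always called active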
P. falciparum M1AAP – P. falciparum M1AAP inhibitors, biochemical, fluorogenic H-Leu-NHMec substrate, 1536-well (AID 1445). Aminopeptidase N (Plasmodium falciparum (isolate 3D7)). recombinant M1AAP, H-Leu-NHMec fluorogenic kinetic assay; higher % means a stronger effect. inhibition, % at 30 µM, or IC50 in µM where a hit was titrated. actives 0.42% (n = 220,000);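 active = primary inhibition above the hit cutoff, then over 50% inhibition at one or more dose response concentrations, cut at about 23% in these data, passing the limit was not always enough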;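 also: plate controls were DMSO full reaction for no effect and no enzyme background for full effect; strong numbers were not always called active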
XIAP antagonists – XIAP antagonists, biochemical, IAP family, fluorescence polarization (AID 1018). XIAP BIR domain, fluorescence polarization peptide displacement; higher % means a stronger effect. displacement, % at 20 µM, or IC50 in µM where a hit was titrated. actives 0.007% (n = 200,000); in the data active = displacement above about 50%; also: a part of the inactive calls stands beside numbers as strong as those of hits
Lipid droplet – inhibitors of hepatocyte lipid droplet formation, primary screen, imaging, high-throughput imaging, BODIPY stain. AML12 mouse hepatocytes, oleate lipid droplets. inhibition, % at 6.5 µM. actives 0.4% (n = 240,000). AID 1656, 2009;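 active = lipid droplet intensity inhibited by at least 50%, with more than 500 cells counted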
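Assay system: AML12 mouse liver cells | Compound dosing: One dose, 6.5 µM compound | Read-out basis: Droplet intensity reduction, % inhibition | Measured by: Fluorescence imaging, 20x objective, two fields per well | Schedule: Overnight treatment with compound plus oleate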
human PMI inhibitors – human PMI inhibitors, high substrate, primary screen, biochemical, fluorescence intensity, high mannose 6-phosphate (AID 1220) | Mannose-6-phosphate isomerase (Homo sapiens) | recombinant PMI enzyme, coupled fluorescence intensity; higher % means a stronger effect | inhibition, % at 20 µM; hits with a dose series show IC50 in µM | actives 0.66% (n = 190,000)
SIAH1 antagonists – Siah-1 peptide-binding antagonists, primary screen, biochemical, fluorescence polarization, rhodamine-plectin, uHTS (AID 1817). Siah-1 / rhodamine-plectin peptide fluorescence polarization; higher % means a stronger effect. displacement, % at 20 µM, or IC50 in µM where a hit was titrated. actives 0.02% (n = 290,000). E3 ubiquitin-protein ligase SIAH1 (Homo sapiens);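 active = displacement of at least 50% at 20 µM, with a fluorescence ratio check between 0.3 and a set limit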;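 also: plate controls were Siah plus tracer with DMSO for no effect and tracer alone without Siah for full effect; strong numbers were not always called active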
Lipid droplet cells 6.5 µM – second read-out of Lipid droplet, no call of its own (marks repeat the call); cell count; measured here: cell count, cytotoxicity flag;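 cells counted across two imaged fields per well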
The depositor's hits bear a star; i = inactive; / = no result given; [ ] = another dose, or the depositor's remark. Rule as the data show it, unless noted: active = inhibition above about 50%; inactive = the rest.

SMILES	UTI89 phage lysis	human PMI inhibition	TNAP activation fold	M17LAP inhibition	P. falciparum M1AAP	XIAP antagonists	Lipid droplet	Lipid droplet cells 6.5 µM	human PMI inhibitors	SIAH1 antagonists
CCCc1nnc(NC(=O)CCC(=O)NCCc2ccc(OC)c(OC)c2)s1	0.7%	9%	0.9	-1%	13%	-7.4%	1	669	5%	0%
COc1cc(CNCc2cccs2)ccc1OCc1ccccc1	0.1%	-4%	1.1	10%	9%	-4.3%	/	/	-3%	3%
CCC(c1nnc(SCCNCCO)n1CCN1CCOCC1)N(C)C (stereo not given)	/	-5%	1	17%	0%	-7.7%	/	/	-9%	3%
O=C(N/N=C/c1cccc([N+](=O)[O-])c1)c1cc(-c2ccc3c(c2)OCO3)n[nH]1	0.3%	/	/	-3%	-1%	/	-8	683	/	4%
O=S(=O)(c1ccc2c(c1)OCCO2)N1CCC(O)(c2ccc(Cl)cc2)CC1	-0.1%	15%	1.1	-9%	4%	-5.4%	-2	697	11%	-3%
CC(=O)c1ccc(-n2c(-c3cc(-c4ccsc4)n[nH]3)n[nH]c2=S)cc1	0.2%	4%	1.6	3%	12%	-5.7%	15	704	-2%	2%
O=C(COC(=O)c1cccc(S(=O)(=O)N2CCc3ccccc32)c1)Nc1ccc(Cl)cn1	0.2%	7%	0.9	4%	3%	-4.3%	-1	654	10%	-4%
O=C(Nc1cccc(S(=O)(=O)N2CCCCCC2)c1)c1ccc2ccccc2n1	0.5%[50 µM]	4%	1.1	7%	0%	-3.4%	-1	731	-2%	2%
O=[N+]([O-])c1ccc(NCCCNS(=O)(=O)c2ccc(Cl)cc2)c(Cl)c1	0.0%[50 µM]	9%	1	4%	3%	-8.5%	/	/	17%	0%
O=S(=O)(c1cccc2nonc12)N1CCN(c2ccc(F)cc2)CC1	0.2%	/	1.1	3%	4%	-2.9%	6	719	/	6%
O=C(NC1CCN(C(=O)N2c3ccccc3Sc3ccccc32)CC1)c1ccccc1F	4.8%	6%	1.1	3%	6%	-2.2%	/	/	6%	-2%
Cc1cccc(NC(=O)CN2CCN(CC(=O)Nc3cccc(C)c3)CC2)c1	0.4%	-8%	1.2	19%	4%	-4.7%	/	/	1%	6%
CSc1ccccc1C(=O)Nc1cccc([N+](=O)[O-])c1C	0.2%	-9%	1	7%	9%	-3.3%	-10	681	-6%	3%
CC(=O)Nc1cccc(-c2csc(Nc3ccccn3)n2)c1	0.6%	-1%	1.1	-1%	11%	-6.5%	/	/	-1%	-3%
CC(OC(=O)c1nsc(Cl)c1Cl)C(=O)NCc1ccco1 (stereo not given)	0.4%	-4%	1.1	8%	0%	0.2%	/	/	1%	1%
CCN(CC)C(=O)Cn1c(=O)oc2ccccc21	0.7%	/	/	-2%	2%	/	-9	639	/	11%
O=C(c1ccccc1O)N1CCOCC1	-0.4%[50 µM]	/	/	7%	5%	/	-3	714	/	-1%
COC(=O)CC1C(=O)NCCN1C(=O)c1ccc(S(=O)(=O)N2CCOCC2)cc1 (stereo not given)	0.1%	-5%	1.1	-10%	9%	-5.0%	19	701	-2%	4%
COc1ccc(/C=N/NC(=O)c2ccc(N(C)S(=O)(=O)c3ccccc3)cc2)c(OC)c1	-0.2%	-6%	1	-1%	11%	-1.1%	-7	712	-3%	-7%
CCOC(=O)c1ccc(-n2c(CN3CCC(O)CC3)nc3ccc([N+](=O)[O-])cc3c2=O)cc1	-0.2%	6%	1	6%	2%	-1.3%	-3	681	18%	19%
COc1cccc2nc3cc(C)c(C)cc3nc12	0.2%	/	/	21%	9%	/	-3	819	/	-3%
CC(C)C1NC2(C(=O)c3ccccc3C2=O)C2C(=O)N(c3ccc(F)cc3)C(=O)C12 (stereo not given)	-0.7%	-18%	1.1	9%	0%	-5.5%	/	/	-32%	-1%
CCn1cc(C(=O)NCCc2ccccc2)c(=O)c2cc(S(=O)(=O)N3CCCC3)ccc21	0.4%	-1%	1	4%	0%	-6.1%	6	725	-7%	3%
Oc1ccc(N=Nc2ccc3c(c2)OCCO3)c2ncccc12	0.3%	/	/	-16%	11%	/	7	700	/	-1%
CC1(C)C2CCC1(CS(=O)(=O)NC1CCCC1)C(=O)C2 (stereo not given)	-0.1%	-13%	1.1	3%	9%	-1.1%	-3	745	-14%	-2%
COc1ccc(Nc2c(-c3ccco3)nc3cccc(C)n23)cc1	1.4%	-10%	1	-23%	10%	-3.4%	38	761	9%	-1%
O=C(/C=C/c1ccc([N+](=O)[O-])cc1)Nc1ncc([N+](=O)[O-])s1	0.1%	4%	0.9	-2%	8%	-5.8%	1	674	3%	-7%
CCNC(=S)N1CCCCC1CO (stereo not given)	0.2%	6%	1	-4%	6%	-7.6%	2	642	4%	-4%
CCC(=O)N1CC2(c3ccccc3)CN(C(=O)CC)CC(c3ccccc3)(C1)C2=O	-0.2%	3%	1.1	1%	-1%	-4.2%	-14	691	6%	0%
C/C(=N\NC(=O)c1nc2ccccn2c1C)c1cccc([N+](=O)[O-])c1	0.7%	0%	1.5	3%	-1%	-6.4%	-3	670	0%	5%
COc1cccc(NC(=O)N2CCN(c3nc(-c4cccc(OC)c4)cs3)CC2)c1	0.0%	/	/	-14%	-5%	/	6	629	/	3%
Cc1ccc(CNC(=O)C2CCN(S(=O)(=O)c3cnc[nH]3)CC2)cc1	0.3%	1%	1.1	5%	4%	-2.3%	-2	721	0%	-2%
Cc1ccc(S(=O)(=O)N2CCCCC2)cc1NC(=O)CN1C(=O)CN(C)C1=O	0.0%	2%	1	-1%	1%	-7.2%	3	673	5%	-2%
O=C(Nc1nnc(-c2ccco2)o1)C1CCCCC1	-0.2%	2%	1.2	-5%	7%	2.5%	/	/	3%	-2%
Cc1ccc2cc3c(N)[nH]nc3nc2c1	-2.9%	18%	1	3%	11%	-14%	2	646	11%	-6%
CCN1C(=O)C(CC(=O)Nc2ccc(Cl)cc2)N(NC(=O)c2ccncc2)C1=S (stereo not given)	/	/	/	0%	6%	/	-1	741	/	-2%
Cc1ccc2[nH]c(=O)c(CN(Cc3cccs3)Cc3nnnn3Cc3ccccc3)cc2c1	0.0%	5%	1	3%	9%	-2.9%	/	/	12%	-3%
O=C(CCc1nc(-c2ccccc2)no1)NCc1ccco1	0.2%	-9%	1	13%	5%	-1.7%	/	/	1%	-3%
COc1ccc(N(C(=O)COc2ccc(F)cc2)S(=O)(=O)c2ccc(C)cc2)cc1	8.1%	9%	0.9	-8%	-2%	-8.1%	2	647	10%	0%
CCOCCCNC(=O)C1CCN(C(=O)Nc2ccc(Cl)cc2)CC1	-0.3%	11%	1.1	6%	8%	-3.9%	-2	758	14%	-1%
Cc1cc(C)n(C(=O)CNc2ccc(C)c(C)c2)n1	0.2%	-6%	1.1	5%	7%	0.4%	-4	715	1%	-2%
O=C(O)Cn1c(=S)sc2ccccc21	-1.1%	-33%	1.1	-3%	9%	3.0%	11	720	-17%	-2%
O=C(NC1CCCCC1)NC1CCN(C(=S)NCc2ccco2)CC1	0.2%	2%	1.1	-1%	66µM*	-1.5%	/	/	1%	0%
O=C(C1=NN[C@@H]2C(=O)N(c3ccccc3C(F)(F)F)C(=O)[C@H]12)c1ccc2ccccc2n1	2.5%	16%	1.2	11%	6%	-6.4%	2	663	-1%	2%
O=c1cc(-c2ccccc2)nc2n1Cc1ccccc1-2	8.7%	7%	1.1	0%	4%	-3.2%	14	826	8%	3%
O=C(c1cccc([N+](=O)[O-])c1)N1CCN(c2cccc(Cl)c2)CC1	4.2%	-2%	1	19%	12%	1.4%	2	606	0%	8%
N#Cc1c(-n2cccc2C=O)sc2c1CCCC2	0.3%	-4%	1	10%	6%	-4.9%	9	707	-2%	0%
COc1ccccc1NC(=O)c1c(Br)cnn1C	0.1%	-13%	1	6%	7%	-3.3%	0	710	-12%	-8%
N/C(=N\OC(=O)Nc1ccc(Cl)cc1)c1ncc(C(F)(F)F)cc1Cl	0.6%	5%	1.1	-7%	1%	-2.4%	10	730	5%	1%
CCOC(=O)C1CCN(C(=O)Cc2c(C(=O)O)[nH]c3ccccc23)CC1	0.1%	6%	1	3%	1%	-2.9%	/	/	13%	-3%
Fc1ccccc1CNCCC(Cc1ccccc1)c1ccc2c(c1)OCO2 (stereo not given)	11%[50 µM]	4%	1.1	9%	3%	-4.1%	-3	594	0%	5%
O=Cc1c(Sc2ccccc2)nc2ccccn2c1=O	-0.3%	-4%	1	8%	22%	-7.5%	-10	761	-6%	-7%
COc1ccc(C(C)=O)cc1COC(=O)c1ccc(S(=O)(=O)N2CCOCC2)cc1	0.7%	2%	1	-4%	2%	-7.5%	2	736	-5%	3%
O=C(CSc1nnnn1C1CCCCC1)NNC(=O)c1ccco1	i	3%	1.2	11%	3%	0.2%	0	743	-1%	-2%
COCC(C)n1c(C)cc(C(=O)COC(=O)CCc2nc3ccccc3c(=O)[nH]2)c1C (stereo not given)	0.3%	-10%	1.1	-1%	11%	-3.9%	10	664	1%	10%
O=C(NC1CCCCCC1)c1cc(S(=O)(=O)N2CCC3(CC2)OCCO3)ccc1F	0.5%	10%	1.1	3%	-1%	0.1%	2	729	6%	5%
O=C(CCNS(=O)(=O)c1cccc2nsnc12)NC1CCN(Cc2ccccc2)CC1	0.3%	15%	1.1	12%	3%	-3.1%	-2	714	12%	6%
CC(C)S(=O)(=O)C1=NSC2=NC(=O)/C(=C\c3ccc(-c4ccccc4)o3)C(=N)N21	-2.2%[50 µM]	-15%	0.9	13µM*	46µM*	-6.1%	-14	636	-6%	4%
COc1ccccc1Nc1nc(NCCO)nc(N)c1[N+](=O)[O-]	/	/	/	-5%	8%	/	-2	701	/	6%
O=C(Nc1ccc(OC(=O)c2cccnc2)cc1)c1cccnc1	0.3%	3%	1.1	-10%	2%	1.4%	/	/	11%	3%

Single records, from the list above. Screens in order: UTI89 phage lysis, human PMI inhibition, TNAP activation fold, M17LAP inhibition, P. falciparum M1AAP, XIAP antagonists, Lipid droplet, Lipid droplet cells 6.5 µM, human PMI inhibitors, SIAH1 antagonists
COc1ccc(C(C)=O)cc1COC(=O)c1ccc(S(=O)(=O)N2CCOCC2)cc1 across the screens: 0.7%, 2%, 1, -4%, 2%, -7.5%, 2, 736, -5%, 3%
CC(C)S(=O)(=O)C1=NSC2=NC(=O)/C(=C\c3ccc(-c4ccccc4)o3)C(=N)N21 across the screens: -2.2%[50 µM], -15%, 0.9, 13µM*, 46µM*, -6.1%, -14, 636, -6%, 4%
